Screens as filed in PubChem.
CHT inh: inhibitors of human choline transporter CHT. 310,000 compounds, 0.86% hits. B-score at 10 µM. CHT-expressing cells, membrane potential dye, choline response; hits give low values. High affinity choline transporter 1 (Homo sapiens), Q9GZV3;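 active = B-score over 3 SD under the library average, and starting fluorescence ratio not unusually high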;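 note: choline stimulus applied at its EC90 after an EC20 pre-addition; B-score computed on integrated fluorescence ratio after choline addition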
Target sequence (Q9GZV3 whole entry, looked up): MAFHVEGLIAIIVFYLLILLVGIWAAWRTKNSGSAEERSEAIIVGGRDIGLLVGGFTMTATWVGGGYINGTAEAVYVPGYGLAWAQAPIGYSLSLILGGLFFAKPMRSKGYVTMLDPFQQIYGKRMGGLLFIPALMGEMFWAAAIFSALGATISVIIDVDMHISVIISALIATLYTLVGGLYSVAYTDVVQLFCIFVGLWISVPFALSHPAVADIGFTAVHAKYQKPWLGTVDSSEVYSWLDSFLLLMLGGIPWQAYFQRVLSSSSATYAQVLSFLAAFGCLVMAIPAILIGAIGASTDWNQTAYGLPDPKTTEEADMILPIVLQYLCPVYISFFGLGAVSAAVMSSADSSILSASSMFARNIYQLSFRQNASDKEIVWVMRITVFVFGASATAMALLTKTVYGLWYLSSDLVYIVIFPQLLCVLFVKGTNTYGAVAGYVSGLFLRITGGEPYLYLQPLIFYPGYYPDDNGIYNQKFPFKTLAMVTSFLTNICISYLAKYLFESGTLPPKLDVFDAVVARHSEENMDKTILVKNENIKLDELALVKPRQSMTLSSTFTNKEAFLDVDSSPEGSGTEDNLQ
CHT PAM: CHT positive allosteric modulators, primary screen, cell-based, membrane potential dye, choline EC20; B-score at 10 µM; 310,000 compounds, 0.49% hits; High affinity choline transporter 1 (Homo sapiens), Q9GZV3; CHT-expressing cells; hits give high values; LV-AA mutant CHT in HEK293 cells;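 active = initial fluorescence not abnormally high and integrated response B-score, plate-corrected, over 3 SD above library mean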
* marks the source's active call; other numbers are inactive results; i = inactive.

SMILES	CHT inh	CHT PAM
CCCCc1nc2n[nH]c(N)c2c2c1CSC(C)(C)C2	i	i
O=C(CN1CCN(Cc2ccc(Cl)cc2)CC1)N/N=C/c1cccs1	i	i
Nc1cc(N)nc(SCC(=O)c2ccccc2)n1	i	i
Cc1ccc(N2C(=O)CC(Cc3ccc(Cl)cc3)C2=O)cc1 (configuration not stated)	i	i
CCN1C(=O)[C@H]2[C@@H](c3ccc(OC)cc3)N3C(=O)CN(CC4CC4)C(=O)[C@@]3(C)[C@H]2C1=O	i	i
Brc1ccc(-c2cnc3n2CCCC3)cc1	i	i
CC(=O)CSc1nnc(Cc2ccc3c(c2)OCO3)o1	i	i
O=S(=O)(NCc1ccc(Cl)cc1Cl)c1cccs1	i	i
CCOc1cc(/C=N/NC(=O)c2ccncc2)cc(Cl)c1OS(C)(=O)=O	i	i
CCC(C)(C(=O)NC1CCCCC1)N(C(=O)c1ccccn1)c1ccc(C)cc1 (configuration not stated)	i	i
CCc1ccc(CCC(=O)Nc2ccc(S(N)(=O)=O)cc2)o1	i	i
Cc1ccc(C(=O)NC(=S)Nc2ccc(NC(=O)c3cccs3)cc2)cc1[N+](=O)[O-]	i	i
COc1ccc(C(=O)COC(=O)Cn2c(C)csc2=O)c(OC)c1	i	i
CCOC(=O)N1CCN(c2nc3ccccc3n3cnnc23)CC1	i	i
CC(C)(C)NC(=O)C[n+]1ccc(C(N)=O)cc1	i	i
COc1ccc(C(=O)CCS(=O)(=O)c2ccc(C)cc2)cc1	i	i
COc1cc(C2CC(=O)Nc3ccccc3S2)cc(OC)c1OC (configuration not stated)	i	i
O=C(COC(=O)CNC(=O)c1ccc(-c2ccccc2)cc1)NCc1ccco1	i	i
Cc1cc(F)ccc1NC(=O)C(C)n1c2ccccc2c2nc(=O)cc(C)n21 (configuration not stated)	i	i
Cc1cccc(CSCCNC(=O)CN2C(=O)c3ccccc3S2(=O)=O)c1	i	i
C#CCOCCOCCOCCNc1nc(N2CCN(C(=O)[C@H](C)n3cc(CCCN=C(N)N)nn3)CC2)nc(N2CCN(C(=O)[C@H](Cc3ccc(O)cc3)n3cc(CCO)nn3)CC2)n1	i	i
CCCCOc1ccc(C(C)(O)CCN2CCOCC2)cc1 (configuration not stated)	i	i
O=S(=O)(NC1CCCC1)c1ccccc1Br	i	i
Cc1cc(C)cc(C(=O)OCC(=O)NCC(F)(F)F)c1	i	i
COC(=O)c1[nH]c2ccc(C)cc2c1NC(=O)Oc1ccccc1	i	i
O=[N+]([O-])/C=C1\C=CC=CN1Cc1ccc(Cl)cc1	i	i
Cc1ncoc1C(=O)NCCC(c1ccccc1)c1ccccc1	i	i
COc1ccc2c(c1)O[C@@H](c1cccc(C(F)(F)F)c1)[C@H](O)C2=O	i	i
CCOCCCNC(=O)Cn1ncc2c(=O)oc3ccccc3c21	i	i
CCOc1cccc(/C=C/C(=O)O)c1	i	i
c1ccc(-n2c3ccccc3c3ccccc32)cc1	i	i
CCCCOC(=O)c1ccc(NC(C)=O)cc1	i	i
CCO[C@@H]1OC(C(=O)NCc2ccccc2)=C[C@H](c2ccc(C(F)(F)F)cc2)[C@H]1CCCO	i	i
COc1cc(C(=O)NC(C(=O)Nc2cccc(C(C)=O)c2)C(C)C)cc(OC)c1OC (configuration not stated)	i	i
COc1ccc(CS(=O)(=O)CC2(O)CCN(C(=O)c3cccc(C(F)(F)F)c3)CC2)cc1	i	i
CCC1Oc2ccccc2N(CC(=O)NCCCN2CCCCC2C)C1=O (configuration not stated)	i	i
O=P(c1ccccc1)(c1ccccc1)c1nc(-c2ccccc2)oc1NCc1ccccc1	i	i
O=C(CSc1n[nH]c(=O)[nH]c1=O)NC1CCCCC1	i	i
CC(=O)Nc1ccc(S(=O)(=O)NCCC(=O)OC(C)C(=O)c2ccc(C)cc2)cc1 (configuration not stated)	i	i
O=c1[nH]c(-c2cccs2)nc2ccccc12	i	i
COc1ccc(N2CCN(C(CNC(=O)C(C)(C)C)c3ccco3)CC2)cc1 (configuration not stated)	i	i
Cc1ccc(C(=O)NC(=S)N(C)Cc2ccccc2)cc1	i	i
COc1ccc(-c2cnnc(N/N=C/c3ccc(O)cc3)n2)cc1	i	i
CCc1ccc(C(=O)NNC(=O)c2ccc(=O)n(C)n2)cc1	i	i
N#C/C(=C\c1cc(Br)ccc1F)C(=O)NC1CC1	i	i
COc1ccccc1CNC(=O)C1Cc2cc(S(=O)(=O)N3CCCC3)ccc2N1C(C)=O (configuration not stated)	i	i
COc1ccc(N2CCN(S(=O)(=O)c3ccc(Br)s3)CC2)cc1	i	i
Cc1cc(Cl)ccc1OCCCC(=O)Nc1cccc(-n2cnnn2)c1	i	i
COc1ccc(NC(=S)N2CCC(N(C)CCN3CCOCC3)CC2)cc1Cl	i	i
COc1ccc(NC(=O)c2cc3ccccc3o/c2=N\NS(=O)(=O)c2ccc(C)cc2)cc1	i	i
Cc1c(NC(=O)CSc2ncn[nH]2)c(=O)n(-c2ccccc2)n1C	i	i
CC1(CC(=O)O)SC(=O)NC1=O (configuration not stated)	i	i
Cc1cc(C)c(C(=O)COC(=O)c2ccc(NC(=O)CC#N)cc2)cc1C	i	i
COC(=O)CCC(=O)OC1(C)C(=O)C=C2C=C(C3CC3)N(C3CCCCC3)C=C2C1=O (configuration not stated)	i	i
Nc1c(C(=O)c2ccccc2)sc2c1c(=O)[nH]c(=O)n2-c1ccccc1	i	i
O=C1CC(=O)N(CCc2ccccc2)C(=O)N1CCc1ccccc1	i	i
Cc1cc(C)c(C(=O)/C=C/c2ccc(C(C)C)cc2)c(=O)[nH]1	i	i
NC(CSS(=O)(=O)O)=NCCC12CC3CC(CC(O)(C3)C1)C2	i	i
COc1ccc(C2(C(=O)NCCN3CCOCC3)CCOCC2)cc1	i	i
O=C(COC(=O)c1cccnc1Cl)Nc1ncc(Cl)cc1Cl	i	i

Next results.
SMILES	CHT inh	CHT PAM
COc1cc(/C=C(\NC(=O)c2ccccc2)C(=O)N2CC3CC(C2)c2cccc(=O)n2C3)cc(OC)c1OC (configuration not stated)	i	i
O=C(Nc1c(C(=O)N2CCOCC2)cnn1-c1ccccc1)c1ccc(F)cc1	i	i
O=C(NC(=S)Nc1ccccc1N1CCCCC1)c1ccc(-c2cccc([N+](=O)[O-])c2)o1	i	i
CC(CN(C)C)CN1c2ccccc2Sc2ccccc21 (configuration not stated)	i	i
O=C(CCC(=O)c1cccs1)NCc1ccccc1	i	i
CN(CC(=O)NC1CC1)S(=O)(=O)c1ccc(F)cc1	i	i
C=CCN1C(=O)C(Cc2ccc(OC)cc2)S/C1=N/N=C/c1ccco1 (configuration not stated)	i	i
O=C(c1cc2cc(Cl)ccc2[nH]1)N1CCCCC1	i	i
CCOC(=O)CN1NC2(CCCCCC2)NC1=S	i	i
CCN(Cc1cc2ccccc2[nH]c1=O)C(=O)c1cccnc1	i	i
CSc1ccc(-c2sc(Nc3ccccc3)n[n+]2-c2ccccc2)cc1	i	8.2*
O=C(NNC(=S)NC(=O)c1sc2ccccc2c1Cl)c1ccc(Cl)cc1	-7.33*	i
Cc1cccc(-c2ccc(C=Nc3c(C)n(C)n(-c4ccccc4)c3=O)o2)c1	i	i
CC(C)C(=O)Nc1ccccc1Cc1ccccc1	i	i
CCCCNC(=O)c1onc(CSc2ccc(F)cc2)c1C(=O)NCCCC	i	i
CN(Cc1ccccc1)c1nc2c(c(=O)[nH]c(=O)n2C)n1Cc1ccccc1F	i	i
COCCn1c(SCC(=O)N2CCCC2)nnc1-c1ccoc1C	i	i
COC(=O)c1ccc(-c2noc(CN(Cc3ccccn3)CC3CCCO3)n2)cc1 (configuration not stated)	i	i
O=C(O)C(Cc1c[nH]c2ccccc12)NS(=O)(=O)c1ccccc1 (configuration not stated)	i	i
COc1ccc(C(C(=O)Nc2ccc(C(C)C)cc2)N(C)C(=O)CNC(C)=O)cc1 (configuration not stated)	i	i
COC(=O)c1cnc(SCc2ccc(Cl)cc2)n1C	i	i
Cc1c(NC2(C#N)CCCC2)c(=O)n(-c2ccccc2)n1C	i	i
Cc1cc(-c2ccccc2N)n[nH]1	i	i
COc1cc(S(=O)(=O)N2CCN(C(=O)c3ccco3)CC2)ccc1Cl	i	i
Cc1ccccc1NC(=O)c1cn(-c2ccccc2)nc1-c1ccccc1	i	i
Cc1cc2c3c(c1C)C1(C(=O)N3C(C)(C)CC2C)C(C#N)=C(N)OC2=C1C(=O)CC(C)(C)C2 (configuration not stated)	i	i
CC(NC(=O)c1ccc(CS(=O)(=O)c2ccc(Cl)cc2)o1)c1ccc2c(c1)OCCO2 (configuration not stated)	i	i
NC(=O)c1cc[n+](Cc2ccccc2Cl)cc1	i	i
O=C(Nc1nc2c(s1)COc1ccccc1-2)c1cccs1	i	i
O=C(/C=C/c1ccc(-c2ccccc2[N+](=O)[O-])o1)c1ccc(Br)cc1	i	i
O=C(NCc1ccccc1Cl)c1cccc(NC2=NC3CS(=O)(=O)CC3S2)c1 (configuration not stated)	i	i
Cc1ccc(SCc2cc(=O)[nH]c(N3CCOCC3)n2)cc1	i	i
Cc1nn(-c2ccccc2)c2[nH]c(=O)c(CNCCN3CCOCC3)cc12	i	i
O=C(O)c1c(C(=O)N2N=C3/C(=C/c4ccccc4)CCCC3C2c2ccccc2)cccc1[N+](=O)[O-] (configuration not stated)	i	i
Cc1cccc(N(C(=O)C(F)(F)F)C(C(=O)NC2CCCCC2)c2cccs2)c1 (configuration not stated)	i	i
CCN(CC)Cc1cc(NC2=NS(=O)(=O)c3ccccc32)ccc1OC(=O)C(C)C	i	i
Cc1cnc(C(=O)OCC(=O)Nc2ccc(Cl)cn2)cn1	i	i
CCCNS(=O)(=O)c1ccc(OCC(=O)N2CCC(C(=O)OCC)CC2)cc1	i	i
CC(=O)N(C)c1ccc(OCC(O)CN(c2ccccc2C)S(=O)(=O)c2ccc(C)cc2)cc1 (configuration not stated)	-18.1*	i
CC(C)c1ccc(CNCCCSc2ncccn2)cc1	i	i

Among those listed so far, ten contain an aryl thioether with sulfur outside any ring:
SMILES	CHT inh	CHT PAM
Nc1cc(N)nc(SCC(=O)c2ccccc2)n1	i	i
CC(=O)CSc1nnc(Cc2ccc3c(c2)OCO3)o1	i	i
O=C(CSc1n[nH]c(=O)[nH]c1=O)NC1CCCCC1	i	i
Cc1c(NC(=O)CSc2ncn[nH]2)c(=O)n(-c2ccccc2)n1C	i	i
CSc1ccc(-c2sc(Nc3ccccc3)n[n+]2-c2ccccc2)cc1	i	8.2*
CCCCNC(=O)c1onc(CSc2ccc(F)cc2)c1C(=O)NCCCC	i	i
COCCn1c(SCC(=O)N2CCCC2)nnc1-c1ccoc1C	i	i
COC(=O)c1cnc(SCc2ccc(Cl)cc2)n1C	i	i
Cc1ccc(SCc2cc(=O)[nH]c(N3CCOCC3)n2)cc1	i	i
CC(C)c1ccc(CNCCCSc2ncccn2)cc1	i	i

(listing goes on)
SMILES	CHT inh	CHT PAM
CCOC(=O)c1sc(=S)n(-c2ccc(C)cc2)c1N	i	i
C=CCNC(=O)/C(C#N)=C/c1ccccc1OCc1ccc(C(=O)OC)cc1	i	i
C=CCN1CC(C)/C(=N\O)CC1C (configuration not stated)	i	i
CCNC(=O)COC(=O)/C=C/c1cccc([N+](=O)[O-])c1	i	i
COc1ccc(NC(=O)N2CCCC2C(=O)NCC2CCCCC2)cc1 (configuration not stated)	i	i
CCC(=O)Nc1ccc(/C=C(\C(C)=O)C(=O)c2ccccc2)cc1	i	i
CCc1ccc(C(=O)NCc2cccs2)s1	i	i
Cc1c(Cl)cccc1NC(=S)N(Cc1cccs1)C1CCCC1	i	i
c1ccc(Cn2c(-c3ccccc3)c[n+]3c2SCCC3)cc1	i	i
CC1CN(CC(=O)c2c(N)n(Cc3ccccc3)c(=O)n(C)c2=O)CC(C)O1 (configuration not stated)	i	i
C=CCC(C#Cc1ccccc1)[N+](C)(C)CC=C (configuration not stated)	i	i
Cc1c(C(=O)NCc2ccccc2F)oc2ccccc12	i	i
C=CCn1c(SCC(=O)N(CCOC)c2c(N)n(CCCC)c(=O)[nH]c2=O)nnc1-c1ccc(Cl)cc1	i	i
Cc1nn(C(C)C)c(C)c1CN1CCCC(C(=O)c2cccc(OC(C)C)c2)C1 (configuration not stated)	i	i
CCN(CC)CCN1C(=O)C(=O)/C(=C(/O)c2c(C)[nH]c(C(=O)OC)c2C)C1c1cccs1 (configuration not stated)	i	i
O=C(NNC(=O)c1cnccc1C(F)(F)F)c1cccc(Cl)c1	i	i
CC(=O)N1CCOc2ccc(S(=O)(=O)NCC3CCC(C(=O)NCCC(C)C)CC3)cc21 (configuration not stated)	i	i
CCCCNS(=O)(=O)c1ccc2nc(-c3cccs3)cc(C(=O)NCC(OC)OC)c2c1	i	i
COC(=O)c1cccc(NS(C)(=O)=O)c1	i	i
O=C1C2CC=CCC2C(=O)N1n1cnnc1 (configuration not stated)	i	i
Cc1cccn2c1nc(=S)n2C(=O)c1ccco1	i	i
COc1ccc(CC(=S)N2CCOCC2)cc1	i	i
COc1ccc(CCN(C)C(=O)c2oc3ccccc3c2C)cc1OC	i	i
COc1ccc(Cl)cc1S(=O)(=O)NC(C)C(=O)NCc1ccc2c(c1)OCO2 (configuration not stated)	i	i

Entries of single compounds, looked up by structure. Order of values: CHT inh	CHT PAM
Results for Cc1nn(C(C)C)c(C)c1CN1CCCC(C(=O)c2cccc(OC(C)C)c2)C1 (configuration not stated) : i	i
Results for O=C(COC(=O)CNC(=O)c1ccc(-c2ccccc2)cc1)NCc1ccco1 : i	i
Results for COc1ccc(NC(=S)N2CCC(N(C)CCN3CCOCC3)CC2)cc1Cl : i	i
Results for O=C(Nc1c(C(=O)N2CCOCC2)cnn1-c1ccccc1)c1ccc(F)cc1 : i	i
